CXCR6 inh: CXCR6 receptor inhibitors, primary screen, cell-based, beta-arrestin, luminescence, CHO-K1 PathHunter, 1536-well; C-X-C chemokine receptor type 6 (Homo sapiens), O00574; actives 0.36% (n = 360,000); inhibition, % at 20 µM; AID 602244, 2012; in the data active means inhibition above about 34%, passing the limit was not always enough;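 further: antagonist mode with CXCL16 agonist at 10 nM final; 0% = 10 nM CXCL16 with DMSO and 100% = unstimulated wells without agonist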
Target sequence (O00574 whole entry, looked up): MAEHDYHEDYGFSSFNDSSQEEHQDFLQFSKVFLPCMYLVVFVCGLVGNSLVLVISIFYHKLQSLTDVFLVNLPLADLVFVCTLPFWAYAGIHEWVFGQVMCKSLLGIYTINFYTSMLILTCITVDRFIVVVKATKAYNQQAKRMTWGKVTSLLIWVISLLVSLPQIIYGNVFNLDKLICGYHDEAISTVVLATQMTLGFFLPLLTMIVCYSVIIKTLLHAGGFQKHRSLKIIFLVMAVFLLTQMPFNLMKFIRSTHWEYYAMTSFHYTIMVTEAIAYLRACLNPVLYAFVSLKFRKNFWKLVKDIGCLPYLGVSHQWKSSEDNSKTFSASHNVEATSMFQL
MPTP block: mitochondrial permeability transition pore inhibitors, primary screen, biochemical, isolated mouse mitochondria, absorbance | Ca2+ swelling absorbance, 30 min | inhibition, % at 10 µM | actives 1.4% (n = 360,000);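 active means inhibition of 50% or more, scaled per plate between neutral and stimulator controls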;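 further: 0% = DMSO wells given calcium and 100% = 1 mM EGTA wells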
GRIN3A LBD mod: binders of NR3A ligand-binding domain, primary screen, biophysical, differential scanning fluorimetry, uHTS | Glutamate receptor ionotropic, NMDA 3A (GRIN3A) ligand-binding domain | NR3A LBD differential scanning fluorimetry, Tm shift; 0% = protein alone, 100% = glycine-bound protein | Tm shift relative to glycine control, % at 25 µM | actives 2.5% (n = 340,000) | AID 1259313, 2017;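 active means melting temperature shift of at least 10% of the positive control shift, at one fixed dose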
A3G deaminase: APOBEC3G DNA deaminase inhibitors, primary screen, biochemical, fluorescence, single-stranded DNA substrate, uHTS; actives 0.28% (n = 330,000); AID 493012, 2011; inhibition, % at 20 µM; recombinant A3G, ssDNA deamination FAM/TAMRA fluorescence; DNA dC->dU-editing enzyme APOBEC-3G (Homo sapiens), Q9HC16;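 active means inhibition of at least 40% at 20 µM, with no more than 30% in the related APOBEC3A deaminase screen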;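 further: plate controls were DMSO wells with A3G for no effect and wells lacking A3G enzyme for full effect; some compounds called inactive have numbers as strong as hits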
Gli-Sufu block: Gli-Sufu pathway antagonists, primary screen, luciferase luminescence, Sufu-KO-LIGHT cells, uHTS; actives 0.74% (n = 340,000); inhibition, % at 5 µM; Sufu-KO-LIGHT fibroblasts, Gli luciferase reporter luminescence; AID 588413, 2011;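 active means inhibition above about 55%, limit read from the data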;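 further: 0% = DMSO-treated cells and 100% = wells with medium but no cells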
APOBEC3A inh: APOBEC3A ssDNA deaminase inhibitors, primary screen, selectivity assay for APOBEC3G inhibitor project, biochemical, FAM/TAMRA oligo cleavage fluorescence. recombinant A3A, FAM/TAMRA ssDNA deamination fluorescence. inhibition, % at 20 µM. actives 0.41% (n = 330,000). AID 493011, 2011. DNA dC->dU-editing enzyme APOBEC-3A (Homo sapiens), P31941;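 active means at least 40% inhibition at 20 µM here, with at most 30% in a related deaminase screen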;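 further: plate controls were A3A with DMSO for no effect and wells lacking A3A enzyme for full effect; some results filed as inactive read as strong as hits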
CCR6 antagonist: CCR6 receptor antagonists, primary screen, cell-based, CHO-K1, luminescence, beta-arrestin, uHTS; C-C chemokine receptor type 6 (Homo sapiens), P51684; CHO-K1 CCR6 PathHunter beta-arrestin, CCL20-stimulated; inhibition, % at 20 µM; actives 0.49% (n = 340,000); AID 493098, 2011;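 active means compounds whose inhibition of the agonist-driven luminescence signal at 20 µM reaches about 50%, limit read from the data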;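 further: cells stimulated with CCL20 at 14 nM final; plate controls were DMSO with CCL20 for no effect and DMSO without agonist for full effect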
Target sequence (P51684 whole entry, looked up): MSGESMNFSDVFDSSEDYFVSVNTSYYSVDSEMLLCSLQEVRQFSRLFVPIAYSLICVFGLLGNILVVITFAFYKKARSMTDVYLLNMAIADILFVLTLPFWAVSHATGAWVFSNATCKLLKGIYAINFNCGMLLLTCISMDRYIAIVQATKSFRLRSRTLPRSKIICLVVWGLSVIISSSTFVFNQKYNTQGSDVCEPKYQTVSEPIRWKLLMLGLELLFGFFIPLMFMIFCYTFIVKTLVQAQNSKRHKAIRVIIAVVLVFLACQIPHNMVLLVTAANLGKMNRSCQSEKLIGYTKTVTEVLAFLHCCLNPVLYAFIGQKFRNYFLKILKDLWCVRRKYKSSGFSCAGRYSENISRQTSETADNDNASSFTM
EBI2 antag: EBI2 receptor antagonists, beta-arrestin recruitment, primary screen, cell-based, luminescence, 7a,25-OHC stimulation, uHTS; G-protein coupled receptor 183 (Homo sapiens), P32249; 7a,25-OHC stimulated; inhibition, % at 5 µM; actives 0.81% (n = 360,000); AID 651636, 2012; in the data active means inhibition above about 38%;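 further: enzyme fragment complementation signal reports receptor beta-arrestin coupling in cells; 0% = agonist plus DMSO wells and 100% = wells without agonist; some results beyond the cut were filed as inactive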
Target sequence (P32249 whole entry, looked up, the tested form may be a part): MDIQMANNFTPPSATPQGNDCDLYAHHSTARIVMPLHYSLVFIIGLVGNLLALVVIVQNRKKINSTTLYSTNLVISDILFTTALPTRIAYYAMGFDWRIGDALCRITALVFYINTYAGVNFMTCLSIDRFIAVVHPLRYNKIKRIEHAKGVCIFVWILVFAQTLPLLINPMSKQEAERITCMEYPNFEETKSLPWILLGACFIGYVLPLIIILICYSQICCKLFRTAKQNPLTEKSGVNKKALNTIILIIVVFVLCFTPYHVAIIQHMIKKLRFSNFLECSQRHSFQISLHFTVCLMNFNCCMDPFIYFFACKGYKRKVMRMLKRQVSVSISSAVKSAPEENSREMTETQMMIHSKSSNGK
Starred values were filed as active, the others as inactive; . = not tested or not shown.

SMILES	CXCR6 inh	MPTP block	GRIN3A LBD mod	A3G deaminase	Gli-Sufu block	APOBEC3A inh	CCR6 antagonist	EBI2 antag
CC1(C)CC(NC(=O)C2CCN(S(=O)(=O)c3ccc(F)cc3)CC2)CC(C)(C)N1	-1	-2.7	-2	-6	-3	-1	11	-7
COc1ccccc1NC(=O)Cn1c2ccccc2c2nc3n(c(=O)c21)CCS3	4	1.2	-2	-4	1	-3	4	7
Cc1nn(CC(=O)NCCc2ccccc2)c(=O)c2cccn12	7	-0.4	2	-6	-6	-2	6	9
Cc1nnc(N2C(=O)C(=O)/C(=C(/O)c3ccc4c(c3)OCCO4)C2c2ccc([N+](=O)[O-])cc2)s1 (stereo not given)	-2	-2.7	.	-3	.	-3	.	1
O=C(Nc1ccc(S(=O)(=O)NCC2CCCO2)cc1)c1cccc(F)c1 (stereo not given)	-4	1.3	-13	-9	5	-2	0	-4
CC(c1ccco1)N(C(=O)c1ccccc1NS(=O)(=O)c1ccc(Cl)c([N+](=O)[O-])c1)c1ccccn1 (stereo not given)	13	46	-2	-7	5	-5	10	-2
CCN(Cc1ccccc1)C(=O)c1ccc(NC(=O)c2ccc(OC)cc2)cc1	-2	-1.3	-30	-6	10	-2	4	15
COCCNC(=O)CCn1nc(-c2ccc(Cl)cc2)ccc1=O	-9	-5.7	-2	3	-3	6	-7	-9
CCOc1ccccc1NC(=O)c1cc(-c2ccncc2)nc2c(Cl)cccc12	4	-0.5	-9	.	38	.	-8	5
CCCN(CC(=O)Nc1ccccc1C)C(=O)C1CCN(S(=O)(=O)c2ccc3c(c2)OCCO3)CC1	-5	0.1	-2	.	-6	.	-2	-7
COc1cccc2cc(-c3nnc(SCC(=O)Nc4ccc(NC(C)=O)cc4)n3C)oc12	0	-1.0	-8	-6	25	-4	-3	-4
CCOC(=O)c1c(NC(=O)COC(=O)c2ccccn2)sc(C(=O)N(C)C)c1C	-2	0.3	-2	8	-9	6	1	-8
CCOc1ccc(-c2noc(-c3cccnc3)n2)cc1OC	0	0.8	1	-2	-18	-3	3	5
CC(C)c1nc(N2CCOCC2)c(C#N)c2c1CCCC2	-5	-0.2	4	0	6	-1	16	22
Cc1cc(-c2ccccc2)nc2[nH]n(-c3ccccc3)c(=O)c12	5	1.4	0	-4	4	2	13	-6
O=C(O)c1ccc(Br)cn1	3	-0.2	-1	-1	-3	2	-14	-13
Cc1cc(=O)[nH]c(SCC(=O)Nc2ccc(Br)cc2)n1	10	2.0	-2	-3	11	-1	0	9
CCOC(=O)C1C(=O)CC(C)(O)C(C(=O)OCC)C1c1ccc([N+](=O)[O-])cc1 (stereo not given)	13	1.1	0	3	-9	7	7	10
COc1ccccc1NC(=O)c1cc2ccc(O)cc2o/c1=N\O	4	1.1	36*	2	0	1	13	-5
Cc1ccccc1CSc1nc2[nH]ncc2c(=O)[nH]1	6	-0.2	3	-6	-14	7	1	4
Cn1c(=O)[nH]c(=O)c2c1nc(N/N=C/C(Br)=C/c1ccccc1)n2CCO	9	2.3	1	-2	0	-6	21	-11
Cc1cc(C(=O)NNC(=O)/C=C/c2ccc(F)cc2)c(C)o1	-1	1.1	1	-7	6	-4	7	11
COCCn1nnnc1C(c1cccs1)N1CCN2CCCC2C1 (stereo not given)	3	0.4	1	-3	8	-3	-3	9
COc1ccc(-n2ccnc(SCC(=O)NC3CCCC3)c2=O)cc1OC	16	0.8	3	0	-4	3	-6	-13
CC(=O)c1ccc(N2CCN(C(=O)CCCn3c(=S)[nH]c4cc5c(cc4c3=O)OCO5)CC2)cc1	2	6.3	6	-5	28	0	3	-4
Cc1ccccc1N(C(=O)CCC(=O)Nc1ccccn1)C(C(=O)NC(C)C)c1ccc(F)cc1 (stereo not given)	5	-0.8	1	-4	2	2	0	-11
Nc1nc(Cl)cc(Oc2ccc([N+](=O)[O-])cc2)n1	-11	1.5	3	-5	3	-4	-8	2
COCCn1c(SCC(=O)NC(=O)NCc2ccccc2)nc2ccccc2c1=O	0	0.4	0	-7	0	-3	8	4
O=C(COc1ccc(F)cc1)Nc1nnc(S(=O)(=O)N2CCCC2)s1	1	-0.1	-4	0	2	1	7	-7
C/C(CCS(=O)(=O)c1ccccc1)=N/O	-11	0.8	0	4	-34	1	21	-5
COc1ccc(-n2ccnc2SCC(=O)NCc2ccccc2)c(OC)c1	1	0.0	1	-7	0	-1	2	-3
CCCCCC(=O)Nc1nnc(CCc2ccccc2)s1	0	0.9	2	-7	1	0	-11	2
Cc1[nH][nH]c(=O)c1C	-3	0.5	-3	-7	-4	-2	-1	-15
CCOC(=O)C1CCN(S(=O)(=O)c2ccc3c(c2)NC(=O)C(C)C(=O)N3)CC1 (stereo not given)	4	-1.3	0	-12	-4	-3	8	-4
O=C(O)Cc1c(C(=O)O)nnn1-c1ccc(Cl)cc1Cl	8	0.1	-1	-6	6	-4	-5	-11
CCN(CC(=O)Nc1ccc(OC)cc1)C(=O)CCc1nc2ccccc2c(=O)[nH]1	0	2.2	0	1	-9	3	4	-11
COc1ccc(S(=O)(=O)N2CC(C)N(C(=O)N3CCOCC3)C2)cc1 (stereo not given)	10	-0.4	1	-4	18	-1	14	-7
Cc1cc2cc(C(c3nnnn3C3CCCC3)N(Cc3cccnc3)Cc3ccco3)c(=O)[nH]c2cc1C (stereo not given)	3	-1.2	0	-7	5	0	6	2
COc1ccccc1CNC(=O)c1ccc(OC(C)C)cc1	0	0.5	-1	-1	-12	5	14	-2
CC(=O)Oc1ccc(N(C(C)=O)S(=O)(=O)c2ccc(C)cc2C)c2ccccc12	0	2.2	-1	-7	.	-1	1	10
O=C(NCC(=O)N1CC=C(c2ccccc2)CC1)c1ccc(OC(F)F)cc1	-9	0.6	1	-3	18	-2	16	-9
N/C(=N\OC(=O)c1ccccc1)c1ccn[nH]1	-2	-2.1	3	-8	-64	-3	-8	-8
C=CCn1cc(C(=O)NCC2CCCO2)c(=O)c2cc(S(=O)(=O)N3CCCCCC3)ccc21 (stereo not given)	0	2.8	-1	6	4	6	18	-1
CC(C)[C@H](NC(=O)c1ccccc1)C(=O)NC1=NCCS1	4	0.0	-1	-3	12	-1	3	-6
CC(Oc1cc2oc(=O)c3c(c2cc1Cl)CCC3)C(=O)NCc1cccnc1 (stereo not given)	-2	-2.0	-3	-2	-7	-1	7	1
O=C1CCC([N+](=O)[O-])C(c2cc3c(cc2Br)OCO3)N1 (stereo not given)	-5	-0.6	1	2	-6	2	10	-14
C/C(=N\NC(=O)C(O)(c1ccccc1)c1ccccc1)c1ccc(NC(=O)CCCC(=O)O)cc1	8	-0.3	0	0	10	4	-5	-1
Cc1cccc(-n2c3nc(=O)[nH]c(=O)c-3cc3cc([N+](=O)[O-])ccc32)c1	-6	0.2	4	.	45	.	-11	-31
Cc1ccc(S(=O)(=O)N2N=C3CCCCC3C2(O)C(F)(F)F)cc1 (stereo not given)	-9	-0.7	0	1	-5	2	-2	-29
COc1ccc(-c2cn3c(C)c(C(=O)N4CCCc5ccccc54)sc3n2)cc1	10	-2.8	-3	-1	9	0	14	25
Cc1cccc(OCC(=O)N(Cc2ccccc2)c2c(N)n(Cc3ccccc3)c(=O)[nH]c2=O)c1	-2	0.1	-2	-8	-20	-6	8	-5
CCN(CC(=O)NCc1ccc(Cl)cc1)C(=O)CN1C(=O)NC(C)(c2ccccc2)C1=O (stereo not given)	-6	1.7	2	-8	4	2	0	-2
COc1cc(CNCCCN2CCOCC2)ccc1OCC(=O)Nc1cccc(C(F)(F)F)c1	-22	23	-2	-6	10	-1	14	-12
O=C(CSc1nccn1-c1cccc(F)c1)NC1CCCC1	0	1.8	2	-4	9	-2	5	0
COc1cccc(CN(CC2CCCO2)S(=O)(=O)c2ccc(S(=O)(=O)NCC3CCCO3)cc2)c1OC (stereo not given)	0	-0.1	3	-10	-1	-7	8	-5
C(=C\c1ccccc1)/CSc1ccccn1	-16	1.6	-4	1	-39	5	15	-5
CC(=O)Nc1ccc(N/C=C/C(=O)c2ccc(C)cc2)cc1	2	2.6	-1	-6	-27	-3	11	-7
O=C(N/N=C/c1cccs1)/C(=C/c1ccccc1)NC(=O)c1ccccc1	3	0.6	-2	-3	2	7	3	-9
CC(C)(C)OC(=O)C1C(=O)CC(C)(O)C(C(=O)OC(C)(C)C)C1c1ccco1 (stereo not given)	9	-2.1	-3	0	-18	2	-5	-6
CC(C)OCCCNC(=O)NC12CC3CC(CC(C3)C1)C2	4	-1.9	-1	-5	3	0	12	-2

Reformatted: 3 of the compounds above.
mol | CXCR6 inh | MPTP block | GRIN3A LBD mod | A3G deaminase | Gli-Sufu block | APOBEC3A inh | CCR6 antagonist | EBI2 antag
C/C(=N\NC(=O)C(O)(c1ccccc1)c1ccccc1)c1ccc(NC(=O)CCCC(=O)O)cc1 | 8 | -0.3 | 0 | 0 | 10 | 4 | -5 | -1
CCN(CC(=O)NCc1ccc(Cl)cc1)C(=O)CN1C(=O)NC(C)(c2ccccc2)C1=O (stereo not given) | -6 | 1.7 | 2 | -8 | 4 | 2 | 0 | -2
COc1cc(CNCCCN2CCOCC2)ccc1OCC(=O)Nc1cccc(C(F)(F)F)c1 | -22 | 23 | -2 | -6 | 10 | -1 | 14 | -12

Next section
SMILES	CXCR6 inh	MPTP block	GRIN3A LBD mod	A3G deaminase	Gli-Sufu block	APOBEC3A inh	CCR6 antagonist	EBI2 antag
Cc1cc(C)n2cc(-c3ccc(Cl)cc3)c(C(=O)O)c2n1	14	1.2	-2	-1	-51	0	-5	-4
CC(C)c1ccc(CN2CC(C(=O)O)CC2=O)cc1 (stereo not given)	8	-0.6	-1	-5	-1	-9	3	-6
COc1ccc(/C=C/C(=O)c2cc(Cl)cc(Cl)c2O)c(OC)c1	16	1.9	0	-8	12	-6	29	14
CCN(CC)CCNC(CC(=O)Nc1ccc(Cl)cc1Cl)C(=O)O (stereo not given)	-6	-2.6	2	-8	0	-2	-1	-10
O=C(NNS(=O)(=O)c1cccc(Cl)c1Cl)c1cccc(S(=O)(=O)N2CCOCC2)c1	-1	-1.0	0	0	11	0	5	-9
COCCn1c(SCC(=O)N2CCCCC2)nc2c(c1=O)SCC2	-18	-0.4	0	-2	-5	-2	21	7
COc1ncnc2c1cnn2-c1ccccc1	3	-0.2	0	2	-22	6	-2	-3
COc1ccccc1OCCOCCN1CCCC1	1	0.0	2	-7	2	-8	-8	-6
Cc1cc(C(=O)NNC(=S)NC2CCCCC2)cs1	-8	0.0	-2	-4	10	-6	17	4
COCCCN1CN(S(=O)(=O)c2ccc(C)cc2C)c2nc3ccccc3nc21	2	0.9	-3	-6	-13	-7	9	3
CSc1nc2ccc(NS(=O)(=O)c3ccc4c(c3)OCCO4)cc2s1	3	55*	-7	-1	4	8	-3	3
CCCc1ccc2oc(C(=O)N(Cc3ccncc3)CC3CCCO3)c(C)c2c1 (stereo not given)	-3	-0.1	-1	-1	9	0	6	26
CC(c1ccccc1)n1c(-c2ccc(C(C)(C)C)cc2)n[nH]c1=S (stereo not given)	2	-0.5	0	-7	21	-3	5	3
c1ccc(CSc2nnc(-c3ccco3)c(-c3ccco3)n2)cc1	5	0.5	-7	85	5	98	15	1
CCN1CCN(C(=O)CN(c2cc(OC)ccc2OC)S(C)(=O)=O)CC1	-2	-0.5	-2	-9	13	-7	-8	-3
O=C(CSc1nnc(Cc2ccccc2)o1)Nc1ccccc1	0	-1.8	0	-12	1	1	-5	0
COc1cc2c(-c3ccc4cc[nH]c4c3)c(-c3ccsc3)oc(=O)c2cc1OC	-2	0.2	-4	-6	5	-2	7	43
